Source: PubChem BioAssay
aSyn yeast rescue: qHTS of alpha-syn Inhibitors: NCGC Sytravon Library Screen; S. cerevisiae alpha-synuclein toxicity rescue, BacTiter-Glo growth, 24 h; Potency, µM (top dose mostly 46.1 µM), for inactives: at the highest dose growth rescue (activation), usual class: activators; 94,000 compounds, 0.02% hits; AID 1347070, 2019; active = well fitted activation curve with a large enough effect; inconclusive = small, poorly fitted or top-dose-only effect; also: 0% is about no effect
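Growth restoration measured by BacTiter-Glo luminescence after 24 hr at 30 deg C; alpha-synuclein yeast, raffinose-pregrown to mid-log, were added at OD600=0.02 in galactose medium onto pinned compounds.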
* hit, by the source's call; ? = inconclusive; & = joins results of further samples. Potency is read from the fitted curve at half-maximal effect. Some of the compounds tested, so the mix of outcomes need not match the whole.

SMILES	aSyn yeast rescue
CCc1ccc(OCc2nc(-c3ccc(OC)c(OC)c3)no2)c(Br)c1	4%
COc1ccc(C2C(C(=O)Nc3ccc(C)cc3C)=C(C)Nc3nc(SCc4cccc(C)c4)nn32)c(OC)c1 (stereo unspecified)	-9%
CC(Oc1ccc2c(-c3ccccc3)cc(=O)oc2c1)C(=O)NC(Cc1c[nH]c2ccc(O)cc12)C(=O)O (stereo unspecified)	-6%
Cc1cccc(NC(=O)c2cccc(S(=O)(=O)N3CCc4ccccc4C3)c2)n1	-8%
CC1CCN(CCCNC(=O)CN2C(=O)CSc3ccc(S(=O)(=O)N4CCC(C)CC4)cc32)CC1	-5%
Cc1cc2ccccc2n1-c1ccc(C(=O)N2CCC(C(=O)NCc3ccccc3Cl)CC2)s1	19%
COc1cccc(Cn2c(=O)n(Cc3ccccc3)c(=O)c3c2c2cc(OC)ccc2n3C)c1	4%
COc1ccc(CCNCc2c(-c3ccccc3)n(C)c3ccccc23)cc1	-3%
CC(C)OCCCN1CN(S(=O)(=O)c2cccs2)c2nc3ccccc3nc21	8%
Cc1cccc(C)c1NC(=O)Cn1c(=O)n(Cc2ccco2)c(=O)c2ccc(C(=O)NC3CCCC3)cc21	11%
Cc1cn([C@H]2C[C@H](O)[C@@H](CNC(=O)CNC(=O)CN)O2)c(=O)[nH]c1=O	2%
CCc1ccc(NC(=O)CSc2nc3ccccc3nc2N2CCCC2)cc1	-2%
COc1ccc(CCNC(=O)C(=O)N/N=C/c2cccs2)cc1OC	5%
CCOc1ccc(CCNC(=O)Cn2ccc3cc(S(=O)(=O)N4CCCCC4)ccc32)cc1	-2%
O=C(Nc1cccc(F)c1)c1ccc2c(c1)N(Cc1ccccc1)C(=O)c1ccccc1S2(=O)=O	6%
Cn1c(=O)oc2cc(S(=O)(=O)N3CCCC(C(=O)NCc4ccccc4Cl)C3)ccc21 (stereo unspecified)	6%
COc1ccc(C(=O)Nc2ccc(NC(=O)Cc3ccccc3)cn2)cc1	2%
Cc1ccc(CNC(=O)CN2CCN(Cc3ccc(F)cc3Cl)C2=O)cc1	6%
COc1ccc(-c2cc3ccc(O)c(CN4CCN(C)CC4)c3oc2=O)cc1OC	-1%
COc1ccc(C(=O)NCc2nc(-c3cccc(C)c3)no2)cc1OC	-3%
Cc1cccn2cc(CCNS(=O)(=O)c3cccc([N+](=O)[O-])c3)nc12	4%
CCC(=O)NC1=C(Cl)C(=O)C(NC(=O)CC)=C(Cl)C1=O	9%
Cc1ccc2[nH]c(O)c(N=Nc3nc4ccccc4s3)c2c1	-12%
O=C(CNC(=O)c1ccco1)NCC(=O)OCc1ccc(Cl)cc1Cl	6%
CCOC(=O)c1cc(-c2ccccc2)n(CCCC(=O)Nc2ccc(C(C)C)cc2)c1C	-2%
COc1cc(/C=C2/NC(=O)N(Cc3ccccc3F)C2=O)ccc1O	1%
COc1ccc(CCNC(=O)c2cc(=O)c3ccc(C)cc3o2)cc1OC	3%
CCNC(=S)Nc1ccc(Cl)c([N+](=O)[O-])c1	2%
O=C(NCc1ccccc1Cl)c1ccc(CSCc2cccc(F)c2)o1	12%
Cc1ccc(NC(=O)CSc2nnc(C)c(=O)[nH]2)cc1	0%
O=C(Nc1ccccc1F)c1coc(=O)c(Br)c1	-13%
CN1CCN(c2nc3c(c(=O)n(C)c(=O)n3C)n2CCSc2nc3ccccc3s2)CC1	0%
CCc1cccc(NC(=O)Cn2nc3c4cc(F)ccc4n(Cc4cccc(C)c4)cc-3c2=O)c1	5%
Cc1ccc2ncc3c(-c4ccccc4)nn(CC(=O)NC4CCCCC4)c3c2c1	-3%
CCOc1cccc(OCCCn2c(-c3ccc(Br)cc3)nc3ccccc3c2=O)c1	-5%
Cc1nc2c3ccccc3nc(NNC(=O)CCC(=O)N3CCN(c4cccc(Cl)c4)CC3)n2n1	0%
Cc1cc(C)cc(-n2cnc3cc(C(=O)NC4CCCCCC4)ccc32)c1	-11%
COc1ccc(C2=C(C)C(=O)N(Cc3ccc(C(=O)NC(C)c4ccccc4)cc3)S2(=O)=O)cc1 (stereo unspecified)	-5%
O=S(=O)(Nc1cccc(-c2ccc(N3CCCC3)nn2)c1)c1cc(F)ccc1F	0%
COc1cccc(CNc2nc3ccccc3c3nc(-c4cccc(C)c4)nn23)c1	-8%
CC(C)Cc1cc(C(=O)Nc2cc(Br)ccc2O)no1	-3%
Cc1c2c(nc3ccccc13)CCC(C)C2 (stereo unspecified)	-15%
CCc1ccc(NC(=O)CSc2nc3c(c(=O)[nH]2)CN(Cc2ccc4c(c2)OCO4)CC3)cc1	3%
COCCNc1nc2c(c(=O)n(Cc3cccc(Cl)c3)c(=O)n2C)n1C	8%
CCOC(=O)c1cccc(NC(=O)C(C)n2nc(C)c3c(C)n(-c4ccccc4)nc3c2=O)c1 (stereo unspecified)	2%
CCOC(=O)C1(CCOc2ccccc2)CCN(Cc2ccc(OC)cc2)CC1	12%
COc1ccc(NC(=O)CNC(=O)Cn2c(C)cc3ccccc3c2=O)c(OC)c1	-2%&7%
CCCCc1nnc(NC(=O)C2CC(=O)N(c3ccc4c(c3)OCCO4)C2)s1 (stereo unspecified)	3%
CCOc1cc2sc(N3CCC(C(=O)Nc4ccc(C)cc4C)CC3)nc2cc1Br	7%
COc1ccc(C(=O)c2coc3ccc(O)c(CN4CCCC4)c23)cc1	0%
CC1CCN(CC2CCN(C(=O)NCc3ccc(F)cc3)CC2)CC1	6%
Cc1ccc(S(=O)(=O)Nc2cc(-c3ccccc3)nn2C)cc1Cl	-6%
C/C(=N\NC(=O)C(N)=O)c1ccc(Br)cc1	-13%
COc1ccc(C(=O)Nc2ccccc2)cc1S(=O)(=O)Nc1ccc(Br)cc1	7%
CCCCc1nn2c(=O)cc(COC(=O)CNC(=O)COc3ccc(C)cc3)nc2s1	8%
O=C(c1cnc(N2CCCCC2)c2ccccc12)N1CCN(c2cccc(Cl)c2)CC1	?
Cc1[nH]c2ccccc2c1SCCNC(=O)c1ccc(S(=O)(=O)N2CCCC2)cc1	-3%
Cc1ccc(CSc2ccc3nnc(CCNS(=O)(=O)c4ccc(C)cc4)n3n2)cc1	5%
NS(=O)(=O)c1ccc(N=NN2CCCCC2)cc1	-3%
Cc1ccc(-n2ccnc(NCCc3ccc(S(N)(=O)=O)cc3)c2=O)c(C)c1	-4%
(continued)
SMILES	aSyn yeast rescue
O=C(Nc1nc2ccccc2s1)c1ccc(S(=O)(=O)N2CCCC2)cc1	-7%
Cc1ccc(Cl)cc1N1CCN(C(=O)c2cnn(-c3ccc(Cl)cc3)c2C2CCNCC2)CC1	-12%
CCC(=O)Nc1nnc2n1CCS2	-1%
Cc1ccc2c(c1)N(CC(=O)NCCc1ccccc1)C(=O)CO2	1%
N=c1n(CC(=O)c2ccc([N+](=O)[O-])cc2)c2ccccc2n1Cc1ccc(Cl)cc1	-29%
O=C(NCc1ccc(F)cc1)c1cccc(N2CCCS2(=O)=O)c1	-9%
CCCNC(=O)CSc1nc(-c2ccc(OC)cc2)cc(C(F)(F)F)n1	6%
COc1ccc(NC(=O)c2ccc3c(=O)n4nc(Nc5cc(C)ccc5C)sc4nc3c2)cc1	-2%
CC(=O)N1CCCC1c1nc2ccccc2n1Cc1cccc(Cl)c1 (stereo unspecified)	3%
Cc1c(N(C)S(=O)(=O)c2cc(C(=O)NCC3CCCO3)ccc2Cl)c(=O)n(-c2ccccc2)n1C (stereo unspecified)	-2%
O=C(CCSCc1cccc(F)c1)NCCc1ccccc1	3%
COc1cccc(NC(=O)C/C(C)=N/NC(=O)C2CCCCC2)c1	3%
O=c1nc(-c2ccccc2)nc(-c2ccccc2)[nH]1	-8%
N#C/C(=C\C=C\c1ccccc1[N+](=O)[O-])C(=O)NCc1ccccc1	0%
O=C1c2oc3ccccc3c(=O)c2C(c2ccccc2)N1Cc1ccc2c(c1)OCO2 (stereo unspecified)	3%
COC(=O)c1cc(N/C(N)=N/c2nc(C)cc(C)n2)cc(C(=O)OC)c1	0%
Cc1nc(-c2ccc(-n3nncc3-c3ccco3)cc2)cs1	6%
CCN1CCN(c2ncnc3c2cnn3-c2ccc(C)c(C)c2)CC1	2%
Cc1cc(C)c(NC(=O)CSc2nnc3[nH]c(=O)cc(C)n23)c(C)c1	2%
O=C(NCCc1ccc(Cl)cc1)c1cc2c(s1)-c1ccccc1OC2	-9%
O=C(CN1CCN(c2ncccn2)CC1)N1CCCC1	6%
O=C(N/N=C\c1ccc(Cl)s1)c1ccc(Cn2cccn2)o1	-4%
CC1Cn2c(C(=O)NCc3cccc(Br)c3)cc3cccc(c32)S1 (stereo unspecified)	7%
CCN(CC)CCCNC(=O)CCC(=O)NNc1nc2ccccc2c2nc(C)nn12	-7%
O=C1CC(C(=O)Nc2ccccc2)S/C(=N\N=C\c2ccco2)N1 (stereo unspecified)	-2%
COc1ccc(/C=C2\Sc3ccc(C(=O)NCc4cccnc4)cc3N(C)C2=O)cc1OC	-1%
CN(c1ccccc1C(=O)O)S(=O)(=O)c1ccc2[nH]c(=O)oc2c1	2%
CCOc1ccc(-c2nc(Cn3ccn4nc(-c5ccc(OCC)c(Cl)c5)cc4c3=O)c(C)o2)cc1	-8%
O=C(NC1CC(=O)N(c2ccc(Cl)cc2)C1)c1ccc(S(=O)(=O)N2CCCC2)cc1 (stereo unspecified)	-13%
CCC1CN(C(=O)N2CCC(C(=O)NCc3ccc(N(C)C)cc3)CC2)c2ccccc2O1 (stereo unspecified)	3%
COc1cc(C)c(NC(=O)Cc2ccsc2)cc1OC	-5%
Cc1nn(C)c2c1c(-c1ccccc1)cc(=O)n2Cc1ccc(F)cc1Cl	5%
O=C(NCc1ccccc1)C(=O)NCC1OCCN1S(=O)(=O)c1ccc2c(c1)OCCO2 (stereo unspecified)	-9%
COc1cc2[nH]c(=O)n(Cc3ccc(C(=O)N4CCN(c5cccc(C)c5C)CC4)cc3)c(=O)c2cc1OC	-10%
COc1ccc(Nc2cc(C)nc(-n3nc(C)cc3C)n2)cc1Cl	-28%
CCCCn1c(CNC(=O)Cc2ccccc2)nc2ccccc21	7%

Single values from the results shown:
For aSyn yeast rescue, `COc1ccc(Nc2cc(C)nc(-n3nc(C)cc3C)n2)cc1Cl` is listed with -28%
For aSyn yeast rescue, `O=C(NCc1ccccc1)C(=O)NCC1OCCN1S(=O)(=O)c1ccc2c(c1)OCCO2` (stereo unspecified) is listed with -9%
For aSyn yeast rescue, `COc1cc2[nH]c(=O)n(Cc3ccc(C(=O)N4CCN(c5cccc(C)c5C)CC4)cc3)c(=O)c2cc1OC` is listed with -10%

Continued.
SMILES	aSyn yeast rescue
Cc1cccc(NC(=O)c2cc(S(=O)(=O)N3CCCCC3)ccc2Cl)n1	4%
CCn1cc(C2=NC(c3ccccc3)CO2)c2ccccc21 (stereo unspecified)	-6%
Cc1ccc(-c2nc(C)c(CCNC(=O)C(=O)Nc3ccc4c(c3)OCCO4)s2)cc1	6%
CCOc1ccc(CNS(=O)(=O)c2ccc3c(c2)CCCN3C(C)=O)cc1	3%
Cc1ccc(C(=O)OCC(=O)N(CC(C)C)c2c(N)n(Cc3ccccc3)c(=O)[nH]c2=O)cc1[N+](=O)[O-]	5%
Cc1cc(Nc2cccc(C)c2C)n2ncnc2n1	-5%
O=[N+]([O-])c1cc(-c2nc(-c3cccnc3)no2)ccc1NCc1ccccc1	-3%
CCOc1ccc(NC(=O)CN2CCSc3ccc(S(=O)(=O)N4CCCC4)cc32)cc1	-6%
CSCCC(NC(=O)COc1ccccc1)C(=O)N(C)Cc1c(F)cccc1Cl (stereo unspecified)	1%
Cc1ccc(Cn2c(SCc3ccc(C(=O)N4CCCCC4)cc3)nc3ccncc32)cc1	-11%
COc1ccc(CCNc2nc(-c3ccc(OC)c(OC)c3)cc(C(F)(F)F)n2)cc1OC	8%
CCOc1ccc(N(CC)S(=O)(=O)c2cc(Br)cc3c2N(C(C)=O)C(C)C3)cc1 (stereo unspecified)	-4%

A portion from further up:
SMILES	aSyn yeast rescue
COc1ccc(CCNc2nc(-c3ccc(OC)c(OC)c3)cc(C(F)(F)F)n2)cc1OC	8%
CCOc1ccc(N(CC)S(=O)(=O)c2cc(Br)cc3c2N(C(C)=O)C(C)C3)cc1 (stereo unspecified)	-4%

Structures listed so far containing a COOH group (2):
SMILES	aSyn yeast rescue
CC(Oc1ccc2c(-c3ccccc3)cc(=O)oc2c1)C(=O)NC(Cc1c[nH]c2ccc(O)cc12)C(=O)O (stereo unspecified)	-6%
CN(c1ccccc1C(=O)O)S(=O)(=O)c1ccc2[nH]c(=O)oc2c1	2%

Pulled by structure from the entries so far, 7 records:
SMILES	aSyn yeast rescue
COc1ccc(C2=C(C)C(=O)N(Cc3ccc(C(=O)NC(C)c4ccccc4)cc3)S2(=O)=O)cc1 (stereo unspecified)	-5%
COc1ccc(C(=O)Nc2ccc(NC(=O)Cc3ccccc3)cn2)cc1	2%
O=C(NCc1ccccc1)C(=O)NCC1OCCN1S(=O)(=O)c1ccc2c(c1)OCCO2 (stereo unspecified)	-9%
Cc1ccc(CNC(=O)CN2CCN(Cc3ccc(F)cc3Cl)C2=O)cc1	6%
COc1cc(/C=C2/NC(=O)N(Cc3ccccc3F)C2=O)ccc1O	1%
Cc1cccc(NC(=O)c2cc(S(=O)(=O)N3CCCCC3)ccc2Cl)n1	4%
O=C(NC1CC(=O)N(c2ccc(Cl)cc2)C1)c1ccc(S(=O)(=O)N2CCCC2)cc1 (stereo unspecified)	-13%

Remaining list, next part.
SMILES	aSyn yeast rescue
COc1ccccc1NC(=O)CSC1=Nc2ccccc2C2=NC(CC(=O)NCc3ccc4c(c3)OCO4)C(=O)N12 (stereo unspecified)	10%
COc1ccc(OCc2ccc(-c3nc(C#N)c(N4CCC(C)CC4)o3)o2)cc1	12%
O=C(CCCCCn1nnc2ccccc2c1=O)N[C@H](C(=O)O)c1ccccc1	7%
Cc1ccnc(NC(=O)CNC(=O)C23CC4CC(CC(C4)C2)C3)c1	-1%
Cc1ccc(OCC(=O)Nc2ccccc2[N+](=O)[O-])c(Br)c1	-3%
O=C(Nc1ccc2oc(-c3ccncc3)nc2c1)c1ccc2c(c1)OCCO2	-5%
